Compound activity (PubChem BioAssay)
CHRM5 PAM = human M5 muscarinic receptor positive allosteric modulators, primary screen, CHO-K1 cells, Fluo-8 calcium fluorescence | Muscarinic acetylcholine receptor M5 (Homo sapiens), P08912 | AID 624038, 2012 | CHO-K1 hM5, ACh EC20 PAM; 0% = ACh EC20, 100% = ACh EC100 | 0.3% of 360,000 active | activation, % at 3 µM;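 active = activation above the run cutoff, the mean activation of all test compounds plus 3 SD, cut at about 18% in these data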
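Assay system: CHO-K1 hM5 cells / Incubation: Fluo-8 loading 80 min at 37 °C plus 30 min room temperature / Technique: Fluo-8 calcium dye fluorescence, kinetic read / Repeats: single replicate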
TAAR1 agonist = human TAAR1 agonists, primary screen, Fluo-8 calcium fluorescence, CHO RD-HGA16 cells. Trace amine-associated receptor 1 (Homo sapiens), Q96RJ0. vehicle wells 0%, saturating PEA agonist 100%. activation, % at 3 µM. 0.99% of 360,000 active;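 active = activation above the mean activation of all test compounds in the run plus 3 SD, cut at about 38% in these data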
Target sequence (Q96RJ0 whole entry, looked up): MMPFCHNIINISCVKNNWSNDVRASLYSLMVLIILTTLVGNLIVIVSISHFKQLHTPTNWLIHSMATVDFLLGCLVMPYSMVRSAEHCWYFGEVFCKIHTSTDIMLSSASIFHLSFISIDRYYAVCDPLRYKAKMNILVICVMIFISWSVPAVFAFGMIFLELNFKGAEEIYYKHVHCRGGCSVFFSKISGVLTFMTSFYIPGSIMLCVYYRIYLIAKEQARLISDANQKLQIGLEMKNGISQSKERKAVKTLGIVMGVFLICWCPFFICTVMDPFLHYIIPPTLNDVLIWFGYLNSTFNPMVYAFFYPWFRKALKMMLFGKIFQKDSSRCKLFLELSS
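test system = CHO RD-HGA16 cells carrying human TAAR1 plus Gα16 | schedule = 17-24 h seeding, 75 min 37 °C dye, 30 min RT | compound dosing = 3 µM single concentration | control set = DMSO and PEA EC100 | replicates = n 1 | signal = Fluo-8 fluorescence, 5 s baseline then 140 s kinetic read | measure = percent activation vs PEA EC100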
CHRM4 antagonist = human M4 muscarinic receptor antagonists, primary screen, CHO cells, Fluo-8 calcium fluorescence | Muscarinic acetylcholine receptor M4 (Homo sapiens), P08173 | CHO-hM4 cells, ACh EC80 | inhibition, % at 3 µM | 0.73% of 360,000 active | AID 624125, 2012;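 active = inhibition above its plate's cutoff, the mean inhibition of sample wells plus 3 SD, cut at about 27% in these data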;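 also: 0% = acetylcholine EC80 with DMSO and 100% = DMSO without agonist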
CHRM4 agonist = human M4 muscarinic receptor agonists, primary screen, CHO-K1 cells, Fluo-8 calcium fluorescence; Muscarinic acetylcholine receptor M4 (Homo sapiens), P08173; CHO-K1 hM4/Gqi5; vehicle 0%, full acetylcholine response 100%; activation, % at 3 µM; 0.14% of 360,000 active; AID 624127, 2012;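 active = activation above the run mean over all test wells plus 3 SD, cut at about 32% in these data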;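 also: peak over basal fluorescence ratio per well then scaled between controls; 0% = DMSO wells and 100% = acetylcholine at EC100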
M5 ag = human M5 muscarinic receptor agonists, primary screen, CHO-K1 cells, Fluo-8 calcium fluorescence. Muscarinic acetylcholine receptor M5 (Homo sapiens), P08912. CHO-K1 hM5 cells; 0% DMSO wells, 100% maximal acetylcholine response. activation, % at 3 µM. 0.19% of 360,000 active. AID 624037, 2012;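 active = activation above the run's mean over test compounds plus 3 SD, cut at about 23% in these data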;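 also: signal is peak over basal fluorescence ratio across the kinetic read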
CHRM1 antagonist = human M1 muscarinic receptor antagonists, primary screen, CHO-K1 cells, Fluo-8 calcium fluorescence, 1536-well. Muscarinic acetylcholine receptor M1 (Homo sapiens), P11229. CHO-K1 hM1, ACh EC80 antagonist. inhibition, % at 3 µM. 1.3% of 360,000 active. AID 588852, 2011;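 active = percent inhibition above its own plate's cutoff, namely the mean of that plate's compound wells plus 3 SD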;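 also: peak over basal fluorescence ratio during 140 s after agonist addition; 0% = ACh EC80 plus DMSO and 100% = DMSO alone without agonist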
Target sequence (P11229 whole entry, looked up): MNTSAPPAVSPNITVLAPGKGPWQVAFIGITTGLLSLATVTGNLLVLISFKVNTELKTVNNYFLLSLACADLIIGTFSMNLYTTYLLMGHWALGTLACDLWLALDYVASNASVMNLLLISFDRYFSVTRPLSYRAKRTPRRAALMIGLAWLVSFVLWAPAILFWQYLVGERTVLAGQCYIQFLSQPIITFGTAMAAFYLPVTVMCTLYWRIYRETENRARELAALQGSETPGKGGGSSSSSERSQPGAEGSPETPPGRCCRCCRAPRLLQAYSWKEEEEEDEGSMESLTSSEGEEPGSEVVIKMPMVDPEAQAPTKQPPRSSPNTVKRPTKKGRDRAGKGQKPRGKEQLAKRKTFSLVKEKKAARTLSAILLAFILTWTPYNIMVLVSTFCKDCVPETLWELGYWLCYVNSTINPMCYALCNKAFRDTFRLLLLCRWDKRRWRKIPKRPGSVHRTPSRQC
CHRM5 antagonist = human M5 muscarinic receptor antagonists, primary screen, CHO cells, Fluo-8 calcium fluorescence; Muscarinic acetylcholine receptor M5 (Homo sapiens), P08912; CHO-hM5 cells, ACh EC80; inhibition, % at 3 µM; 0.59% of 360,000 active;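 active = inhibition above a per-plate cutoff, the mean of that plate's test compounds plus 3 SD, cut at about 27% in these data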;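 also: 0% = acetylcholine EC80 with DMSO and 100% = DMSO without agonist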
M1 PAM = human M1 muscarinic receptor positive allosteric modulators, primary screen, CHO-K1 cells, Fluo-8 calcium fluorescence, 1536-well; Muscarinic acetylcholine receptor M1 (Homo sapiens), P11229; CHO-K1 hM1, ACh EC20; 0% = ACh EC20, 100% = maximal ACh; activation, % at 3 µM; 0.088% of 360,000 active; AID 588819, 2011; in the data active = activation above about 19%, passing the limit was not always enough
M1 ag = human M1 muscarinic receptor agonists, primary screen, Fluo-8 calcium fluorescence, CHO-K1 cells, HTS; CHO-K1 hM1, agonist mode; 0% DMSO, 100% acetylcholine EC100; activation, % at 3 µM; 0.33% of 360,000 active;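 active = activation above the run's mean compound activation plus 3 SD, cut at about 16% in these data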;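 also: peak over basal fluorescence ratio within a 140 s kinetic read after compound addition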
The depositor's hits bear a star.

Start of the data: the first three records as a preview:
SMILES,CHRM4 agonist,TAAR1 agonist,CHRM1 antagonist,M1 ag,CHRM5 PAM,M5 ag,CHRM5 antagonist,M1 PAM,CHRM4 antagonist
Cc1ccccc1-c1cc(C(=O)NCc2cccc(C(F)(F)F)c2)nn1CC1CC(c2cccc([N+](=O)[O-])c2)=NO1 (stereo not drawn),4,11,-2,-6,-2,-2,4,2,-1
COc1ccc(C(=O)c2nc3c(n2O)CCCCC3)cc1,0,10,3,-3,1,-2,-6,0,-5
Nc1cc(=O)[nH]c(SCCSc2ccc(F)cc2)n1,6,3,-12,3,8,3,7,12,5

The list itself, from the first entry:
SMILES,CHRM4 agonist,TAAR1 agonist,CHRM1 antagonist,M1 ag,CHRM5 PAM,M5 ag,CHRM5 antagonist,M1 PAM,CHRM4 antagonist
Cc1ccccc1-c1cc(C(=O)NCc2cccc(C(F)(F)F)c2)nn1CC1CC(c2cccc([N+](=O)[O-])c2)=NO1 (stereo not drawn),4,11,-2,-6,-2,-2,4,2,-1
COc1ccc(C(=O)c2nc3c(n2O)CCCCC3)cc1,0,10,3,-3,1,-2,-6,0,-5
Nc1cc(=O)[nH]c(SCCSc2ccc(F)cc2)n1,6,3,-12,3,8,3,7,12,5
CCCN1Cc2cccc(C(=O)NCc3ccccc3)c2C1=O,-1,4,-9,-6,-2,0,-4,10,-11
O=C(CC12CC3CC(CC(Br)(C3)C1)C2)NC1=NCCS1,2,5,-18,-7,5,3,-5,8,0
CCOC(=O)CNC(=O)c1ccc2[nH]c3c(c2c1)CCCC3,2,-3,-16,-3,0,2,-5,10,3
Cc1ccc2c(cnn2C(=O)CCC(=O)NC2CCCC2)c1,1,0,-8,-2,1,-1,-7,10,-8
COc1ccc(-c2nnc(SCCc3ccccc3)n2N)cc1,2,2,-38,-2,-1,-2,0,12,-3
Cc1[nH][nH]c(=O)c1C(c1ccc(Br)cc1)c1c(C)[nH][nH]c1=O,1,4,-17,0,-1,-5,2,9,-7
Cc1oc(-c2cccc(Cl)c2)nc1CS(=O)(=O)CC(=O)NC1CC1,8,0,-6,-2,9,-1,-4,3,-10
C=CCn1c(SCC(=O)NC2CCCC2)nnc1-c1cccnc1,1,3,3,-3,0,-2,14,2,1
CCOc1ccc(NC(=O)/C=C/c2ccccc2)c([N+](=O)[O-])c1,2,24,-11,-1,2,1,-5,11,-9
O=C(OC1CSc2nc3ccccc3n2C1)c1ccco1 (stereo not drawn),3,8,-11,-4,-5,-4,2,7,4
COC(=O)c1ccc(Cn2c(C)cc(C)[n+]2C)o1,0,12,-11,-5,0,-9,0,-1,-9
COCC(C)n1c(C)cc(C(=O)COC(=O)c2cccn2C)c1C (stereo not drawn),2,2,-3,0,-3,2,0,7,8

Whole records as entered above:
COCC(C)n1c(C)cc(C(=O)COC(=O)c2cccn2C)c1C (stereo not drawn) as listed: CHRM4 agonist: 2; TAAR1 agonist: 2; CHRM1 antagonist: -3; M1 ag: 0; CHRM5 PAM: -3; M5 ag: 2; CHRM5 antagonist: 0; M1 PAM: 7; CHRM4 antagonist: 8
Cc1[nH][nH]c(=O)c1C(c1ccc(Br)cc1)c1c(C)[nH][nH]c1=O as listed: CHRM4 agonist: 1; TAAR1 agonist: 4; CHRM1 antagonist: -17; M1 ag: 0; CHRM5 PAM: -1; M5 ag: -5; CHRM5 antagonist: 2; M1 PAM: 9; CHRM4 antagonist: -7

The list goes on.
SMILES,CHRM4 agonist,TAAR1 agonist,CHRM1 antagonist,M1 ag,CHRM5 PAM,M5 ag,CHRM5 antagonist,M1 PAM,CHRM4 antagonist
CC(C)c1nc2oc3c(NCc4cccnc4)ncnc3c2c2c1CCC2,2,7,-8,-6,9,-1,0,7,2
Cc1ccc(-c2csc(Cc3nc(-c4ccc5c(c4)CCC(=O)N5)cs3)n2)cc1,6,5,2,-3,11,-1,-4,3,8
COC(=O)c1ccc(CN(c2ccccn2)S(=O)(=O)c2ccccc2)cc1,3,1,-14,6,2,2,0,9,-4
C=CCNC(=O)COC(=O)c1cccnc1Nc1ccccc1F,3,1,-5,-5,-6,-4,17,5,-4
Cc1ccc(CNC(=O)CNS(=O)(=O)c2cccc3nsnc23)cc1,0,4,-17,-5,1,-6,-3,6,0
Nn1c(SCC(=O)Nc2ccccc2Br)nnc1-c1ccco1,0,2,-4,-1,-2,-2,5,3,-4
CC(NC(=O)c1cccc(S(=O)(=O)N(C)C)c1)c1nc2ccccc2[nH]1 (stereo not drawn),3,3,18,-8,7,-1,6,2,-2
O=C(Cc1c(O)c2ccccc2[nH]c1=O)NCc1ccc(F)cc1,0,10,-14,-3,0,0,-10,2,-4
Cc1cccc(-c2c3c(nc4c2c(=O)n(C)c(=O)n4C)-c2ccccc2C3O)c1 (stereo not drawn),1,0,-5,-2,8,2,-7,5,-8
O=C(NCC1CCCO1)/C(=C\c1ccc(Cl)cc1)NC(=O)c1ccccc1 (stereo not drawn),1,4,2,-4,5,0,-1,1,4
COCCN(C(=O)c1ccc(N2C(=O)c3ccccc3C2=O)cc1)c1c(N)n(CC(C)C)c(=O)[nH]c1=O,1,3,-13,0,-5,3,0,4,-2
COc1cccc(NC(=O)CN(C)C(=O)CCC(=O)c2cc(C)sc2C)c1,4,0,-5,0,-5,-2,7,12,4
CCc1ccc(CNc2ccc3c(c2)ncn3CC)cc1,9,4,13,-6,-10,-2,10,-20,-1
O=C(Cn1cnc2ccccc21)Nc1cccc([N+](=O)[O-])c1,4,4,6,-1,1,0,-1,0,-5
COc1ccc2nc(C)cc(NCc3cccc(C(F)(F)F)c3)c2c1,7,10,18,-7,-4,-1,21,-8,5
O=C(CN1C(=O)c2ccccc2C1=O)NCC(=O)OCC(=O)c1ccc(Br)cc1,4,2,-9,-2,0,-1,12,3,-8
Cc1ccc(-c2nn3c(C)nnc3s2)cc1NCc1c(F)cccc1Cl,3,5,0,-5,-2,-2,8,-1,-8
CCc1ccccc1-n1c(-c2ccncc2)n[nH]c1=S,1,5,-5,-3,-5,-2,5,4,1
O=C(Nc1nnc(CCc2ccccc2)s1)c1cccs1,1,2,-6,1,-1,2,4,4,4
CCOc1ccc(CCNC(=O)c2cccnc2N2CCCC2)cc1OCC,2,-2,1,0,-2,1,0,5,-7
COc1ccc([N+](=O)[O-])cc1NC(=S)NC(NC(C)=O)C(Cl)(Cl)Cl (stereo not drawn),1,-1,-3,0,1,0,1,-3,0
O=C(O)CCNS(=O)(=O)c1ccccc1C(F)(F)F,1,1,-8,-5,1,1,10,8,-3
O=C(c1ccc(-c2ccc(Cl)cc2)o1)N1CCN(S(=O)(=O)c2cccs2)CC1,2,5,3,4,-4,3,7,8,1
CCOc1ccc(OCC)c(NC(=O)CC2Oc3ccc(C)cc3NC2=O)c1 (stereo not drawn),4,0,-1,-6,-9,-2,1,-6,1
Cc1ccc[n+](Cc2ccc([N+](=O)[O-])cc2)c1,2,7,-14,-6,-4,-4,6,8,-1
O=C(CCSCc1ccccc1F)NCCc1ccccc1,1,39*,4,-2,1,5,10,0,-5
Cc1nn(C)c(C)c1S(=O)(=O)Nc1ccc2c(c1)OCO2,0,17,2,-3,-15,-12,2,-2,7
O=C(O)c1ccc(Nc2nc(-c3ccc([N+](=O)[O-])cc3)nc3ccccc23)cc1,0,3,-3,-3,-2,-1,9,6,7
O=C(CCN1C(=O)c2cccc3cccc(c23)C1=O)NCc1cccnc1,1,5,-11,-10,-1,-3,4,12,3
Cn1nc(-c2ccccc2)cc1NC(=O)CCCC(=O)O,12,1,-2,0,-20,-2,19,-3,-2

Structures shown so far that have an aryl methoxy group (5):
SMILES,CHRM4 agonist,TAAR1 agonist,CHRM1 antagonist,M1 ag,CHRM5 PAM,M5 ag,CHRM5 antagonist,M1 PAM,CHRM4 antagonist
COc1ccc(C(=O)c2nc3c(n2O)CCCCC3)cc1,0,10,3,-3,1,-2,-6,0,-5
COc1ccc(-c2nnc(SCCc3ccccc3)n2N)cc1,2,2,-38,-2,-1,-2,0,12,-3
COc1cccc(NC(=O)CN(C)C(=O)CCC(=O)c2cc(C)sc2C)c1,4,0,-5,0,-5,-2,7,12,4
COc1ccc2nc(C)cc(NCc3cccc(C(F)(F)F)c3)c2c1,7,10,18,-7,-4,-1,21,-8,5
COc1ccc([N+](=O)[O-])cc1NC(=S)NC(NC(C)=O)C(Cl)(Cl)Cl (stereo not drawn),1,-1,-3,0,1,0,1,-3,0

More results.
SMILES,CHRM4 agonist,TAAR1 agonist,CHRM1 antagonist,M1 ag,CHRM5 PAM,M5 ag,CHRM5 antagonist,M1 PAM,CHRM4 antagonist
O=C(COC(=O)C1CCN(S(=O)(=O)c2cccc3cccnc23)CC1)c1ccccc1,3,13,0,-1,1,0,-1,-6,-4
CSc1nc(-c2ccccc2)cn1-c1ccc(NC(C)=O)cc1,3,3,3,-7,-4,-2,8,6,6
Cc1sc2c(c1C)c(=O)n(-c1ccc(F)cc1)c(=O)n2CC(=O)NCc1ccco1,0,14,-4,0,3,-5,2,4,7
Oc1ccc(-c2nnc(Nc3ccccc3)c3ccccc23)cc1,0,0,-10,-3,1,-5,15,8,7
CCc1nnc(NC(=O)C2CC(=O)N(CCc3ccccc3)C2)s1 (stereo not drawn),0,6,7,-4,-4,0,0,2,2
CC(C)C(C(=O)Nc1nccs1)c1ccc(Cl)cc1 (stereo not drawn),2,28,6,-8,-12,-2,-13,-13,-3
COc1ccc(NC(=O)CSc2nnnn2-c2ccc(OC)cc2)cc1,5,2,-26,1,1,0,-2,4,2
CCCOc1ccc(N2CC(C(=O)NC3=NCCS3)CC2=O)cc1 (stereo not drawn),0,2,-11,-2,3,1,7,9,-5
O=C(CNC(=O)c1ccccc1)N/N=C/c1ccc([N+](=O)[O-])o1,1,9,-4,-8,7,-4,-5,7,0
O=C(NC(=S)NCc1cccnc1)c1cccc2ccccc12,1,6,-7,-8,-1,-3,-1,8,-3
CCOc1ccc(NC(=O)COC(=O)CC2CC3CCC2C3)cc1 (stereo not drawn),1,2,0,-4,0,-2,4,-2,2
COc1cccc(C2CC(c3ccc(Cl)cc3Cl)n3nc(N)nc3N2)c1 (stereo not drawn),4,6,-2,-4,1,3,0,2,-1
CCCCNC(=O)COC(=O)C1CCN(S(=O)(=O)c2ccc3c(c2)OCCO3)CC1,1,2,-12,-5,5,-3,6,13,5

These rows are one share of the data; rates above refer to the full screens.
